MCF10A rereplic: induces DNA re-replication in MCF 10a normal breast cells; MCF 10A DNA re-replication, Hoechst nuclear intensity, 48 h; Potency, µM (doses to about 46.1 µM), inactives show at the top dose activity, positive = re-replication, most hits filed as activators; 2.9% of 350,000 active; AID 624296; note: potency is the fitted concentration of half-maximal effect; % of control where 0% means no effect; nearly all actives have a fitted effect of over 50% in size
SW480 rereplic: inducers of DNA re-replication in SW480 colon cancer cells; AID 624297; SW480 DNA re-replication, Hoechst DNA content imaging, 48 h; 1.8% of 340,000 active; Potency, µM (doses to about 46.1 µM), for inactives: top-dose re-replication activation, actives largely listed as activators; note: potency is the fitted concentration of half-maximal effect; % of control where 0% means no effect; nearly all actives have a fitted effect of over 55% in size
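Image-based DNA-content assay: after two days of treatment, nuclei were labelled with the DNA dye Hoechst and imaged, and hits were compounds raising the count of nuclei showing high fluorescence intensity.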
HT1080-NT tox: kills 2HG-producing HT-1080-NT fibrosarcoma cells; HT-1080-NT fibrosarcoma viability, CellTiter-Glo ATP luminescence, 48 h; Potency, µM (top dose mostly 46.1 µM), inactives show at the top dose activity, negative = less viability, hits mostly cytotoxic; 1.6% of 360,000 active; AID 686970;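 note: NT is the 2HG producing partner of a matched IDH1 knockdown line; potency is the fitted concentration of half-maximal effect; 0% = DMSO-treated cells and -100% = media-only wells without cells; nearly all actives have a fitted effect of over 55% in size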
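Compounds were tested in concentration-response format on HT-1080-NT cells for 48 hours at 37 degrees C. Cell viability came from CellTiter-Glo luminescence; curves were classified by r2, response magnitude and activity.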
ATXN2 expr inh: ATXN2 expression inhibition; HEK-293 ATXN2-luciferase reporter, luminescence, 24 h; 0.72% of 360,000 active; Potency, µM (titrated, usually from 57 µM), for the others: at the top dose activity change, negative = inhibition, hits mostly inhibitors; note: potency is the fitted concentration of half-maximal effect; % is set by controls: 0 for no effect and ±100 for the full control effect; nearly all actives have a fitted effect of over 55% in size
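qHTS (up to 57 uM final) was run with 24 h compound exposure of reporter cells at 37 °C. Each well was multiplexed: SteadyGlo luminescence measured ATXN2-luciferase expression after a fluorogenic Gly-Phe-AFC viability readout (25 uM final).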
IL1B secr inh: blocks inflammasome-driven IL-1 beta release; THP-1 LPS/ATP IL-1B secretion, AlphaLISA, 16 h; active compounds read low; 4.7% of 360,000 active; AID 743279; activity change, % at 57.5 µM; in the data active = activity change below about -50%; inconclusive = mostly about -30% to -49%; note: % is set by controls: 0 for no effect and ±100 for the full control effect
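THP-1 cells pretreated 1 hr with compounds (up to 57.5 uM final), then stimulated with LPS (250 ng/mL final) plus ATP (1.25 mM final); secreted IL-1B measured by AlphaLISA after 16 hr, decreased signal indicating inhibition.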
HT1080 IDH1KD tx: toxicity to HT-1080 IDH1 knockdown cells (counter line); Potency, µM (titrated, usually from 46.1 µM), without a hit: at the highest dose activity, negative = toxicity, usual class: cytotoxic; 2% of 360,000 active; AID 686971; HT-1080 IDH1 knockdown viability, ATP luminescence, 48 h;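 note: potency is the fitted concentration of half-maximal effect; 0% = DMSO wells and -100% = cell-free medium wells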
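Cytotoxicity counter-line: IDH1KD HT-1080, 48 h, CellTiter-Glo. Curves classed by r2, magnitude and activity.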
KB-V1 MDR tox: kills drug-selected multidrug resistant KB-V1 cells | 3.4% of 400,000 active | Potency, µM (top dose mostly 46.1 µM), inactives show top-dose activity change, negative = cytotoxicity, most hits filed as cytotoxic | KB-V1 MDR cells viability, CellTiter-Glo, 72 h; note: potency is the fitted concentration of half-maximal effect; % is set by controls: 0 for no effect and ±100 for the full control effect; nearly all actives have a fitted effect of over 60% in size
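Cells of the MDR subline KB-V1 are plated, dosed with compound at multiple concentrations, and incubated 72 h at 37 degrees C; CellTiter-Glo is then added and luminescence read after 10 min.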
KB-3-1 cytotox: KB-3-1 parental cell cytotoxicity | KB-3-1 viability, CellTiter-Glo ATP luminescence, 72 h | Potency, µM (series often up to 46.1 µM), inactives show at the highest dose activity change, negative = cytotoxic, most hits filed as cytotoxic | 1.4% of 400,000 active | AID 1347075; note: potency is the fitted concentration of half-maximal effect; % is set by controls: 0 for no effect and ±100 for the full control effect; nearly all actives have a fitted effect of over 60% in size
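72 h, 37 °C compound treatment of KB-3-1 parental cells; CellTiter-Glo added, 10 min, luminescence read. Data corrected against DMSO-only plates and normalized before curve fitting.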
WRN helicase inh: inhibitors of human WRN helicase | Q14191 | Potency, µM (highest dose often 114 µM), for the others: at the top dose activity change, negative = inhibition, most hits filed as inhibitors | WRN helicase unwinding, fluorescent forked duplex, kinetic | 0.46% of 360,000 active; note: potency is the fitted concentration of half-maximal effect; % is set by controls: 0 for no effect and ±100 for the full control effect; nearly all actives have a fitted effect of over 55% in size
Target sequence (Q14191 whole entry, looked up): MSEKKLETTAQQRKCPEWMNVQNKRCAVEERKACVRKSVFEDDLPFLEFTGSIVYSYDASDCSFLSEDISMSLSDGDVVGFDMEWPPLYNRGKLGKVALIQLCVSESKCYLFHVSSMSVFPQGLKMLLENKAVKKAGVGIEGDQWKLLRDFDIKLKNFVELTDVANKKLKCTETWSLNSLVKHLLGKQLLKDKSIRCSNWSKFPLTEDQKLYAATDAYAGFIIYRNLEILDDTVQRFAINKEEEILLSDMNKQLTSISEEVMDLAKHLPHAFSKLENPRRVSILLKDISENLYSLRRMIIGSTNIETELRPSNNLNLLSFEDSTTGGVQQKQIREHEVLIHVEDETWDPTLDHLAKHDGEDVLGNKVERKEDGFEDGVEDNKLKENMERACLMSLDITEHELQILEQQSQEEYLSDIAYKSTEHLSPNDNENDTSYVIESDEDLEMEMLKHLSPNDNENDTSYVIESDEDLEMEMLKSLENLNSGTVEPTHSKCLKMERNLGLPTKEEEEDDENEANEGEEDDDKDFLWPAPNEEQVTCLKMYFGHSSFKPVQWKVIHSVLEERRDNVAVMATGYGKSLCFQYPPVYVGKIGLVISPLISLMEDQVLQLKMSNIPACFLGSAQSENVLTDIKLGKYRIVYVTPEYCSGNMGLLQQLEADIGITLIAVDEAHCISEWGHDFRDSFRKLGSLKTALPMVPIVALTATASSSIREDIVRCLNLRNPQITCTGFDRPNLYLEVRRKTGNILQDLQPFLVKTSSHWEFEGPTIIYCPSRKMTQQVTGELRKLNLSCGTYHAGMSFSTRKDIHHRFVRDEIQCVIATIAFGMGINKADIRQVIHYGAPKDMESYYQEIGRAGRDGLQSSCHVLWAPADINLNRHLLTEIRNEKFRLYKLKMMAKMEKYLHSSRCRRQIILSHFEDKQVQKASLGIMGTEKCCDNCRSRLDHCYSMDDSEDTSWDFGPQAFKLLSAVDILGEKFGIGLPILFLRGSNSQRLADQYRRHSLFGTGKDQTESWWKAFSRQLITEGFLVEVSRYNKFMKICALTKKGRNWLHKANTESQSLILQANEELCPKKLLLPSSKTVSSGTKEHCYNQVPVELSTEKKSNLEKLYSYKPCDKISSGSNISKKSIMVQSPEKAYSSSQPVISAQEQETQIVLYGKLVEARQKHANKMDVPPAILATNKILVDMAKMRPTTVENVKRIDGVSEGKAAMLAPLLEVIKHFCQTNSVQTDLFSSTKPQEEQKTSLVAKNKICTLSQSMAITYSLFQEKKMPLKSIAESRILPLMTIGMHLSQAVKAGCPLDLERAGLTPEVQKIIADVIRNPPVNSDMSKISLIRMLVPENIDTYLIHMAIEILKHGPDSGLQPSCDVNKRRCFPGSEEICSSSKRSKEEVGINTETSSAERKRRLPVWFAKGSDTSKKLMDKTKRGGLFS
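Kinetic fluorescence helicase assay: unwinding of a quenched forked DNA duplex (100 nM final) with 2 mM ATP final raises red fluorescence (525/598 nm). Compounds sat 15 min at room temperature with 20 nM WRN beforehand.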
Starred values were filed as active, the others as inactive; u = inconclusive; x = not tested or not shown; [ ] = another dose, or the depositor's remark. Unless noted, calls come from the whole dose curve; as a rule, active = well fitted curve in the direction sought with a large enough effect; inconclusive = small, poorly fitted or top-dose-only effect, or another doubt; inactive = no such curve, though single readings can be large; an effect the other way counts as inactive or inconclusive.

SMILES | MCF10A rereplic | SW480 rereplic | HT1080-NT tox | ATXN2 expr inh | IL1B secr inh | HT1080 IDH1KD tx | KB-V1 MDR tox | KB-3-1 cytotox | WRN helicase inh
Cc1ccc(-c2n[nH]c(=S)n2/N=C/c2ccc(C)s2)cc1 | u | -8% | -1% | -3% | -7 | -4% | -2% | -1% | -17%
CCOC(=O)c1sc2nc(NC(=O)C(C)(C)C)sc2c1C | u | 10% | -4% | -21% | 14 | -13% | u | -11% | 3%
CCOc1ccc(NC(=O)CSc2nc(N3CCOCC3)nc(N3CCOCC3)n2)cc1 | 2% | 3% | 7% | -8% | 3 | 1% | -27% | 1% | -14%
CCn1cc(C(=O)N[C@@H](CCSC)C(=O)NC(C)(C)CO)c(=O)c2cc3c(cc21)OCO3 | -6% | -17% | -7% | x | -23 | 1% | 11% | -6% | 9%
CC(C)(CO)NC(=O)C(Cc1ccccc1)N1C(=O)c2ccccc2C1=O (stereo not drawn) | 1% | -29% | 16% | x | 18 | 5% | -4% | u | -1%
CCN(C(=S)NC(=O)C1CC1)c1ccccc1 | 6% | -3% | u | -5% | 11 | 12% | 10% | 0% | -9%
CCOc1cc(C=C(C#N)C#N)ccc1Oc1ccc([N+](=O)[O-])cn1 | 0% | 17% | 0% | -15% | -29 | -3% | 14% | 4% | 4%
CCN(CC)c1nc(C=Cc2ccc(N(C)C)cc2)c2nccnc2n1 | x | x | 4% | x | -24 | 14% | -11% | 15% | -6%
CC(C)(C)NC(=O)CN(C(=O)CS(=O)CC(=O)Nc1ccc(F)cc1)c1ccc(F)c(Cl)c1 (stereo not drawn) | 5% | 11% | 3% | 14% | 0 | -1% | 32% | 2% | 4%
O=C(COCc1ccccc1)N[C@@H]1c2ccccc2CC[C@@H]1OCc1ccccc1 | u | 3% | -12% | -21% | -51* | -11% | -20% | -25% | -12%
COc1ccc(-c2c(NC(=O)c3ccco3)n(C)c3ccccc3c2=O)cc1 | -4% | -2% | 0% | -5% | -5 | -8% | 6% | 6% | 3%
Cc1ccsc1C(=O)OCC(=O)N1C(C)CCCC1C (stereo not drawn) | 1% | -3% | 2% | x | -3 | 2% | u | -3% | 9%
CC(=O)O[C@H]1[C@H](C)OC=C[C@@H]1OC(C)=O | 5% | -5% | 27% | 11% | 1 | 12% | 15% | 6% | -9%
COc1cccc2c1OC1(C)CC2NC(=O)N1c1cccc(C(=O)Nc2ccc3c(c2)OCCO3)c1 (stereo not drawn) | 16% | -11% | 3% | -9% | 10 | 19% | -1% | u | 0%
CC(=O)N1CCN(CC(=O)Nc2ccccc2C(=O)Nc2ccccc2)CC1 | 30% | -24% | 16% | 10% | -24 | 8% | -4% | 20% | 2%
Cc1cc(NC(=O)CCCC(=O)N(CC(=O)NCCc2ccccc2)Cc2ccc(F)cc2)no1 | 2% | -4% | 7% | -8% | -21 | -10% | 0% | 3% | 7%
NC(=O)c1c[nH]c2ccccc12 | 1% | -17% | -3% | 5% | 7 | -5% | 1% | 0% | 3%
Cc1cccc(N2CCN(S(=O)(=O)c3ccc4c(c3)OCCO4)CC2)c1C | 5% | -21% | -14% | -16% | 8 | -26% | -3% | -10% | -5%[57.1 µM]
COc1cccc(NC(=O)CN2C(=O)NC(c3ccccc3)(c3ccccc3)C2=O)c1 | 8% | -3% | -28% | -10% | -22 | -21% | 17% | -3% | u
Cc1cc2oc(C(=O)N(Cc3ccccc3)C3CCS(=O)(=O)C3)cc(=O)c2cc1Cl (stereo not drawn) | 5% | -1% | 0% | 1% | -15 | -23% | -3% | 3% | 4%
O=C(Nc1ccc(F)cc1)C1CCN(c2nnnn2-c2ccccc2)CC1 | 0% | -5% | -4% | -12% | -7 | -20% | -20% | -5% | 4%
CC(C)(C)OC(=O)CC1(C#N)c2ccccc2C(Br)=CN1C(=O)c1ccccc1 (stereo not drawn) | u | 3% | -24% | -17% | -6 | u | -4% | -25% | -4%
O=C(Nc1ncc(Cc2ccccc2Cl)s1)c1ccc(-c2cccc([N+](=O)[O-])c2)o1 | 0% | -14% | -12% | x | -12 | -6% | 4% | 0% | 3%
Cc1oc(C(=O)Nc2ccc(O)cc2)cc1COc1ccccc1 | u | 5% | -13% | -22% | -6 | u | 0% | -27% | -2%
CCN(CC(=O)Nc1c(F)cccc1F)C(=O)C(C)SCc1nc2sc(C)c(C)c2c(=O)[nH]1 (stereo not drawn) | -2% | 9% | 23% | 0% | 13 | -17% | x | x | -16%
CCOc1ccc(NC(=O)CNC(=O)c2ccc(OC)cc2)cc1 | -1% | -14% | 0% | -2% | 2 | 11% | 26% | u | 3%
CS(=O)(=O)N1CCCC(c2nc(-c3ccc(S(=O)(=O)NCc4ccccc4)cc3)no2)C1 (stereo not drawn) | u | 0% | u | u | 0 | u | 3.3µM* | u | -15%
O=C(CCn1nc(-c2ccccc2)c2ccccc2c1=O)NCC1CCCO1 (stereo not drawn) | 3% | -7% | 4% | 2% | 10 | 9% | 5% | 6% | -3%
CCOC(=O)C1CCN(CC(=O)N2CCc3ccccc32)CC1 | 13% | -11% | 0% | -2% | 38 | 4% | 11% | 17% | 3%
COc1ccc(/C=N/NC(=O)C2CCN(c3ncc(C(F)(F)F)cc3Cl)CC2)cc1 | 1% | -2% | -1% | -5% | 0 | -5% | 0% | 6% | 3%

An excerpt from above in order of molar mass, lowest first.
SMILES | MCF10A rereplic | SW480 rereplic | HT1080-NT tox | ATXN2 expr inh | IL1B secr inh | HT1080 IDH1KD tx | KB-V1 MDR tox | KB-3-1 cytotox | WRN helicase inh
NC(=O)c1c[nH]c2ccccc12 | 1% | -17% | -3% | 5% | 7 | -5% | 1% | 0% | 3%
O=C(Nc1ccc(F)cc1)C1CCN(c2nnnn2-c2ccccc2)CC1 | 0% | -5% | -4% | -12% | -7 | -20% | -20% | -5% | 4%
COc1cccc(NC(=O)CN2C(=O)NC(c3ccccc3)(c3ccccc3)C2=O)c1 | 8% | -3% | -28% | -10% | -22 | -21% | 17% | -3% | u
CCN(CC(=O)Nc1c(F)cccc1F)C(=O)C(C)SCc1nc2sc(C)c(C)c2c(=O)[nH]1 (stereo not drawn) | -2% | 9% | 23% | 0% | 13 | -17% | x | x | -16%

The results go on.
SMILES | MCF10A rereplic | SW480 rereplic | HT1080-NT tox | ATXN2 expr inh | IL1B secr inh | HT1080 IDH1KD tx | KB-V1 MDR tox | KB-3-1 cytotox | WRN helicase inh
O=C(CCC(NC(=O)OCc1ccccc1)C(=O)OCc1ccccc1)NCC(=O)OCc1ccccc1 (stereo not drawn) | u | 0% | -3% | -12% | -5 | -9% | 16% | 10% | 6%
Cc1ccc(-n2c(Cc3ccccc3)nnc2SCC(=O)NNC(=O)Cc2ccccc2)cc1 | 21% | 3% | -2% | -1% | -6 | 10% | 3% | 11% | -15%
C=CCNC(=S)N/N=C/c1ccccc1OCCOc1ccccc1 | -9% | u | 2% | -8% | 4 | -15% | 16% | 4% | -4%
Cc1ccc(OCCN2C(=O)c3ccccc3C2=O)cc1 | 5% | 1% | 4% | 34% | 27 | 11% | 19% | -10% | 8%
O=C1NC(c2ccccc2)(C(F)(F)F)SC2=CCCCCN12 (stereo not drawn) | 16% | -4% | 8% | 2% | 9 | 6% | -4% | -3% | -2%
COCCC(=O)N1CCC(Oc2ccc(C(=O)NCCc3cn[nH]c3)cc2)CC1 | 11% | -9% | 0% | -1% | 14 | 13% | -21% | 3% | 6%
O=C(c1ccco1)N1CCN(C2CC(=O)N(c3ccc4c(c3)OCO4)C2=O)CC1 (stereo not drawn) | 578%[0.0737 µM] | -3% | -5% | -1% | 6 | 5% | 0% | -5% | 21%
N#Cc1ccc(COC(=O)Cn2nnc(-c3ccccc3)n2)cc1 | -5% | -1% | -3% | -1% | 23 | -1% | 3% | -2% | -2%
CC1=CC(=O)C2=C(C)CC[C@@H]3[C@H](OC(=O)[C@H]3C)[C@@H]12 | -20% | -15% | 21% | 7% | u | 27% | -14% | 16% | 10%
Cc1ccccc1-c1nnc(-c2ccc(Cl)cc2)o1 | 1% | -7% | 2% | 78%[activator] | 17 | 17% | 16% | 0% | -2%
O=c1ncn(-c2cccc([N+](=O)[O-])c2)c2ccccc12 | 9% | u | -5% | 1% | 26 | 0% | -8% | -5% | -7%
Cc1nn(C)c(C(=O)N/N=C/c2ccccc2)c1[N+](=O)[O-] | 7% | 1% | 1% | 3% | 2 | 3% | 16% | 2% | 8%
O=C(c1cccnc1)N1CCN(Cc2cccc(Br)c2)CC1 | u | 4% | -5% | 6% | u | 4%[9.24 µM] | -2% | 5% | -10%[57.1 µM]
CCC(C)c1ccc(-c2cc(C(=O)OCC(=O)Nc3cc(C)on3)c3ccccc3n2)cc1 (stereo not drawn) | u | 1% | -1% | u | 12 | -23% | 0% | 0% | -3%
CCN1CCN(CCOc2ccccc2OCc2ccccc2)CC1 | 2% | -7% | -9% | x | -8 | 0% | -22% | -2% | 12%
Cc1ccc(C)c(S(=O)(=O)N2CCCCC2CCNC(=O)C(=O)NC2CC2)c1 (stereo not drawn) | 12% | -1% | -11% | 1% | 16 | -18% | u | -3% | -7%
CC1Oc2ccc(C#N)cc2N(Cc2ccccc2OC(F)(F)F)C1=O (stereo not drawn) | x | x | 29% | 9% | 76 | 16% | 3% | 0% | -3%
COc1cc(OC)c(OC)cc1CN(C)CCc1ccccn1 | -11% | -9% | 18% | 0% | 0 | 19% | -13% | 0% | -15%
CCOc1ccc(CCNC(=O)COC(=O)c2ccccc2O)cc1OCC | 5% | -6% | 4% | -6% | -12 | -16% | 13% | 10% | -9%
CCc1cccc(NC(=O)Nc2ccc3c(c2)OCO3)c1 | u | -5% | -8% | 14% | u | -7% | -13% | -1% | -11%
COc1ccc(N(CC(=O)N2CCc3ccccc32)S(=O)(=O)c2c(C)nn(C)c2C)cc1 | 1% | -4% | -2% | 8% | -17 | -10% | 1% | -1% | -8%
COc1ccc(NC(=S)NCc2ccco2)cc1 | -1% | -2% | 15% | 12% | -5 | 13% | 21% | 17% | -3%
